# Screening results: PubChem BioAssay, Sanford-Burnham Center for Chemical Genomics
# TIM10 inh – growth inhibitors of isogenic TIM10 control yeast, primary screen, counter-screen for tim10-1 yeast inhibitor project, luminescence, uHTS; hit rate 1.4% among 330,000; inhibition, % at 10 µM; S. cerevisiae TIM10 strain growth, BacTiter-Glo luminescence, 24 h; AID 463195, 2010;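 active = inhibition of 40% or more at the single tested concentration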;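 also: wild-type TIM10 isogenic control strain grown at permissive 25 °C; 0% = DMSO yeast wells and 100% = minimal medium wells without yeast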
# GRIN3A LBD mod – binders of NR3A ligand-binding domain, primary screen, biophysical, differential scanning fluorimetry, uHTS | Glutamate receptor ionotropic, NMDA 3A (GRIN3A) ligand-binding domain | NR3A LBD differential scanning fluorimetry, Tm shift; 0% = protein alone, 100% = glycine-bound protein | Tm shift relative to glycine control, % at 25 µM | hit rate 2.5% among 340,000;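 active = melting temperature shift of at least 10% of the positive control shift, at one fixed dose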
# CHOP UPR activ – activators of apoptotic CHOP UPR arm, primary screen, cell-based, CHO-CHOP luciferase reporter, luminescence, uHTS. UPR activation; percent of tunicamycin response over DMSO baseline. activation, % at 10 µM. hit rate 0.34% among 330,000. AID 449763, 2010;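 active = at 10 µM dose, activation of 40% or more, normalized to positive control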;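 also: 100% = tunicamycin at 10 µg/mL and 0% = DMSO alone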
#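 System: CHO-CHOP luciferase reporter cell line; amount: 500 cells/well; buffer or medium: F12 medium containing 10% fetal bovine serum; incubation: 6 h compound exposure at 37 °C after overnight seeding; measured by: luciferase luminescence after 10 min with Steady-Glo reagent; evaluation: % reporter activation, DMSO baseline versus tunicamycin full activation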
# tim10-1 inh – growth inhibitors of tim10-1 mutant yeast, primary screen, luminescence, uHTS; inhibition, % at 20 µM; hit rate 2.2% among 330,000; S. cerevisiae tim10-1 ts strain growth, BacTiter-Glo, 24 h;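 active = inhibition of at least 40%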;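 also: mutant grown at 25 °C; 0% = DMSO wells with yeast and 100% = wells holding no yeast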
# APJ ag – agonists of human apelin receptor APJ, primary screen, CHO-K1 cells, PathHunter beta-arrestin, luminescence | 0% DMSO wells, 100% apelin | activation, % at 20 µM | hit rate 0.11% among 330,000 | P35414;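 active = activation more than six SD over the plate average, tested at 20 µM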;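 also: 0% = DMSO alone and 100% = apelin-13 at 10 nM; some results filed as inactive read as strong as hits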
# Target sequence (P35414 whole entry, looked up): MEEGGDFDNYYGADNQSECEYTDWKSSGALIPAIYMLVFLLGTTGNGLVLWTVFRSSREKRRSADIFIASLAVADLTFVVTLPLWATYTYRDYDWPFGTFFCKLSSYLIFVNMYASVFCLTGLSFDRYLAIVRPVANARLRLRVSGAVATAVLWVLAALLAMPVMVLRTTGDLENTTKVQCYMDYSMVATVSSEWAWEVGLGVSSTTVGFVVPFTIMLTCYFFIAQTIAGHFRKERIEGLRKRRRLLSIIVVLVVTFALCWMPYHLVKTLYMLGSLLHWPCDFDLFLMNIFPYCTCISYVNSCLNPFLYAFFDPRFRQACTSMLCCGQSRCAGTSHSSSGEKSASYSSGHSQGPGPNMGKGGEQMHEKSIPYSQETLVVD
#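 Assay system: CHO-K1 APJ beta-arrestin complementation cell line / Compound: single test compound dose, 20 µM final, 1% DMSO / Times: overnight seeding, 90 min compound at 25 °C, 1 h detection / Technique: beta-gal luminescence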
# NLRP3 yeast inh – NALP3 inflammasome inhibitors in reconstituted yeast, primary screen, luminescence, uHTS; Yeast reconstituted NLRP3/ASC/caspase-1, beta-gal luminescence, 24 h; inhibition, % at 10 µM; hit rate 0.39% among 330,000;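 active = inhibition of 50% or more; inactive = inhibition below 50%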;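 also: plate controls were induced DMSO wells for no effect and uninduced yeast grown without galactose for full effect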
# tim23-1 inh – growth inhibitors of tim23-1 mutant yeast, primary screen, luminescence, uHTS; AID 463212, 2010; S. cerevisiae tim23-1 growth, BacTiter-Glo luminescence, 24 h; inhibition, % at 20 µM; hit rate 1.3% among 330,000;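 active = growth inhibition of the mutant yeast at or above 50%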;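 also: temperature-sensitive mutant grown at 25 °C; plate controls were DMSO-treated mutant yeast for no effect and medium wells lacking yeast for full effect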
# UPR XBP1 act – activators of adaptive XBP1 UPR arm, primary screen, cell-based, CHO-XBP1 luciferase reporter, luminescence, uHTS; hit rate 0.33% among 330,000; IRE1-XBP1 UPR activation; percent of tunicamycin response, DMSO as zero; activation, % at 20 µM;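 active = versus positive control, 20 µM dose yields 30% or more activation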;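 also: 100% = tunicamycin at 10 µg/mL and 0% = DMSO only wells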
#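 assay system = CHO-XBP1 luciferase reporter cells | amount = 1000 cells/well | buffer or medium = F12 plus 10% FBS | compound dosing = single point, 20 µM final compound, 1% DMSO | incubation = 16-18 h cell attachment at 37 °C, then 6 h compound exposure | detection = Steady-Glo luminescence read | controls = tunicamycin 10 µg/mL and vehicle-only wells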
# Mdm2-MdmX inh – inhibitors of human Mdm2-MdmX association, primary screen, cell-based, luminescence, split luciferase, SaOS-2, uHTS; Protein Mdm4 (Homo sapiens) + E3 ubiquitin-protein ligase Mdm2 (Homo sapiens), …; SaOS-2 split-luciferase Mdm2/MdmX complementation; inhibition, % at 8 µM; hit rate 3% among 330,000; AID 485346, 2010;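 active = inhibition of at least 50% at 8 µM in the primary screen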
# * hit, by the source's call; nt = not tested or not shown.
# Start of the listing, in advance (15 entries):
# The line under a structure holds: TIM10 inh, GRIN3A LBD mod, CHOP UPR activ, tim10-1 inh, APJ ag, NLRP3 yeast inh, tim23-1 inh, UPR XBP1 act, Mdm2-MdmX inh
CCN1C(=O)[C@H]2[C@@H](c3ccc(-c4cccc(Cl)c4)cc3)N[C@@](Cc3ccccc3)(C(=O)OC)[C@H]2C1=O
  12, -2, 2.7, 19, 1, 8, 14, -4, 34
CCCc1cc(C(=O)Nc2ccc(C(=O)c3ccccc3)cc2)n(C)n1
  12, -31, -0.2, 33, 4, 32, 29, -5, 24
O=C(O)c1ccccc1SCc1cn2cc(Cl)ccc2n1
  -5, -2, 0.2, 10, -4, -3, -7, 3, 10
CC[C@]12c3[nH]c4cc(-c5ccco5)ccc4c3CCN1C(=O)[C@@H](CC(=O)NCc1ccc(OC)c(OC)c1)C[C@@H]2C(=O)N1CCN(C(=O)c2ccco2)CC1
  -4, 0, 5.8, 18, nt, nt, 34, 6, 33
Cc1sc2ncnc(SCC(=O)NC(C)(C)C)c2c1C
  13, 0, 1.2, 10, -3, 36, 17, 2, 19
O=C(N/N=C/c1ccccn1)c1ccc([N+](=O)[O-])cc1Cl
  4, 1, 4.1, -6, 2, 16, 3, -3, 19
CCCC(C(=O)Nc1ccc(S(=O)(=O)Nc2ncccn2)cc1)c1ccccc1 (stereo not drawn)
  5, 0, 0.8, 14, -3, 1, 17, -4, -1
CCCCSc1nnc(CSc2nc3nc(C)cc(C)n3n2)o1
  -5, 12*, -0.5, 11, 4, 16, 2, 0, -19
COC(=O)c1c(NC(=O)c2ccoc2C)sc(C)c1C
  -8, -1, 1.4, -4, -3, 12, 4, -1, 25
CCn1nc(C(=O)OC(C(=O)c2c[nH]c3ccccc23)c2ccccc2)c2ccccc2c1=O (stereo not drawn)
  10, 20*, 3.7, 17, -4, 9, 26, 2, 16
COCCn1cnc2c1c(=O)n(Cc1ccccc1C#N)c(=O)n2Cc1ccccc1
  20, -2, 3.3, 10, 0, 25, 8, 2, -5
COc1ccc(S(=O)(=O)N(CC(=O)O)Cc2ccccc2)cc1OC
  -17, 1, -0.6, -27, 0, 2, -10, -3, 22
N#CCCN1CCN(S(=O)(=O)c2ccc3c(c2)CCC3)CC1
  7, -3, 0.4, 28, -4, 21, 24, 1, -4
O=C1CC2(CCN(C(=O)c3cccc(F)c3)CC2)Oc2ccccc21
  1, -1, -2.8, 9, 8, 10, 3, 1, 9
O=C(c1cccs1)N(Cc1ccco1)Cc1cc2ccccc2[nH]c1=O
  23, -1, 0.3, 17, -3, 9, 19, 0, 17

# The whole of this part (from the top)
# The line under a structure holds: TIM10 inh, GRIN3A LBD mod, CHOP UPR activ, tim10-1 inh, APJ ag, NLRP3 yeast inh, tim23-1 inh, UPR XBP1 act, Mdm2-MdmX inh
CCN1C(=O)[C@H]2[C@@H](c3ccc(-c4cccc(Cl)c4)cc3)N[C@@](Cc3ccccc3)(C(=O)OC)[C@H]2C1=O
  12, -2, 2.7, 19, 1, 8, 14, -4, 34
CCCc1cc(C(=O)Nc2ccc(C(=O)c3ccccc3)cc2)n(C)n1
  12, -31, -0.2, 33, 4, 32, 29, -5, 24
O=C(O)c1ccccc1SCc1cn2cc(Cl)ccc2n1
  -5, -2, 0.2, 10, -4, -3, -7, 3, 10
CC[C@]12c3[nH]c4cc(-c5ccco5)ccc4c3CCN1C(=O)[C@@H](CC(=O)NCc1ccc(OC)c(OC)c1)C[C@@H]2C(=O)N1CCN(C(=O)c2ccco2)CC1
  -4, 0, 5.8, 18, nt, nt, 34, 6, 33
Cc1sc2ncnc(SCC(=O)NC(C)(C)C)c2c1C
  13, 0, 1.2, 10, -3, 36, 17, 2, 19
O=C(N/N=C/c1ccccn1)c1ccc([N+](=O)[O-])cc1Cl
  4, 1, 4.1, -6, 2, 16, 3, -3, 19
CCCC(C(=O)Nc1ccc(S(=O)(=O)Nc2ncccn2)cc1)c1ccccc1 (stereo not drawn)
  5, 0, 0.8, 14, -3, 1, 17, -4, -1
CCCCSc1nnc(CSc2nc3nc(C)cc(C)n3n2)o1
  -5, 12*, -0.5, 11, 4, 16, 2, 0, -19
COC(=O)c1c(NC(=O)c2ccoc2C)sc(C)c1C
  -8, -1, 1.4, -4, -3, 12, 4, -1, 25
CCn1nc(C(=O)OC(C(=O)c2c[nH]c3ccccc23)c2ccccc2)c2ccccc2c1=O (stereo not drawn)
  10, 20*, 3.7, 17, -4, 9, 26, 2, 16
COCCn1cnc2c1c(=O)n(Cc1ccccc1C#N)c(=O)n2Cc1ccccc1
  20, -2, 3.3, 10, 0, 25, 8, 2, -5
COc1ccc(S(=O)(=O)N(CC(=O)O)Cc2ccccc2)cc1OC
  -17, 1, -0.6, -27, 0, 2, -10, -3, 22
N#CCCN1CCN(S(=O)(=O)c2ccc3c(c2)CCC3)CC1
  7, -3, 0.4, 28, -4, 21, 24, 1, -4
O=C1CC2(CCN(C(=O)c3cccc(F)c3)CC2)Oc2ccccc21
  1, -1, -2.8, 9, 8, 10, 3, 1, 9
O=C(c1cccs1)N(Cc1ccco1)Cc1cc2ccccc2[nH]c1=O
  23, -1, 0.3, 17, -3, 9, 19, 0, 17
CC(C)c1ccc(S(=O)(=O)N2CCN(C(=O)c3ccc(N4CCCC4)c([N+](=O)[O-])c3)CC2)cc1
  10, -2, -1.9, 29, 7, 13, 17, -5, 12
CCn1nc(C(=O)OCC(=O)c2ccc(F)cc2)c2ccccc2c1=O
  0, -1, -0.8, 4, -3, 21, 6, 0, 2
COc1ccc(C(=O)OCC(=O)NC(C)CCc2ccccc2)c(OC)c1 (stereo not drawn)
  -31, -2, -0.5, 6, -2, 19, 19, -4, 11
COc1cccc(C(=O)NNC2OC(CO)C(O)C2O)c1 (stereo not drawn)
  10, -1, -1.0, 3, 0, 7, 4, -3, 13
Cc1nc(C)c(C(=O)N/N=C/c2cc(Br)ccc2O)s1
  35, -2, -0.9, 4, 3, 14, 39, -1, 50
CCCCNC(=O)COC(=O)c1cc(F)c(F)cc1Cl
  -5, 1, 0.4, 18, -5, 8, 20, 1, 25
COc1ccccc1NCCC(=O)OCC(=O)Nc1cc([N+](=O)[O-])ccc1F
  10, -2, -1.2, 17, -4, 16, 29, 0, 25
O=c1[nH]c2ccccc2nc1-c1c[nH]c2ccccc12
  17, 39*, 4.6, 21, 1, 21, 23, 9, 39
Cc1cccc(Oc2cc(NC(=O)c3ccccc3)cc([N+](=O)[O-])c2)c1
  53*, 5, 2.3, 44*, 4, 20, 31, -3, 16
COc1ccccc1NC(=O)c1sc2ncn(CC(=O)N3CCC(C)CC3)c(=O)c2c1C
  -3, 1, 0.1, 15, -4, 4, 9, 8, 6
Cc1ccnc(NC(c2ccccc2O)c2oc(CO)cc(=O)c2O)c1 (stereo not drawn)
  3, -1, -2.0, 19, -1, 12, 10, -3, 7
O=C(Nc1ccc([N+](=O)[O-])cc1)c1cccc(S(=O)(=O)Nc2ccccn2)c1
  7, -8, 0.7, -15, 0, 13, 4, 0, 16
COC(=O)c1ccc(CNS(=O)(=O)c2ccc3ccccc3c2)cc1
  10, 3, 0.8, -1, -3, 28, 5, -2, 5
CC(=O)c1c(C)[nH]c(C(=O)Nc2ccc(C)c(S(=O)(=O)Nc3ccc(C)cc3C)c2)c1C
  15, 1, -0.1, 9, -5, -1, 15, -1, 48
Cc1cccc(NC(=O)C(=O)NCc2ccc3c(c2)OCO3)c1C
  -2, -2, 2.1, -25, -4, 6, -5, 0, 2
Cc1ccc2oc(=O)cc(CN3CCOCC3)c2c1
  2, -2, -0.7, 17, 2, 16, 21, 0, -6
O=C(CCS(=O)(=O)c1ccccc1)Nc1ccccc1F
  0, -2, -1.0, 9, 4, 16, 9, 0, -15
CC1(C)CC(=O)c2sc(N3CCCCC3)nc2C1
  -8, -1, 4.2, 8, -4, 19, 12, 1, -11
COc1ccc(S(=O)(=O)O/N=C2\CCCc3ccccc32)cc1
  5, 7, -0.5, 11, 5, 8, 7, -1, -4
CCN(C[C@H]1N[C@@](CC)(C(=O)OC)[C@H]2C(=O)N(Cc3ccccc3)C(=O)[C@@H]12)S(=O)(=O)c1ccc(C)cc1
  19, -2, 0.6, 23, -3, -7, 28, 0, 8
CCOc1ccc(S(=O)(=O)N2CCCCC2)cc1NC(=O)CN1CCCC1c1cccs1 (stereo not drawn)
  4, 3, 6.9, 21, 1, 12, 16, 2, 27
CCn1cc(-c2cc(C(=O)O)on2)c(C)n1
  -11, 1, 1.5, 9, -1, 14, -3, -2, 11
COc1ccc(NC(=O)C(c2ccc(Cl)cc2)C(C)C)cn1 (stereo not drawn)
  13, 0, 1.0, 21, -5, -1, 16, -3, -2
Cn1cc(CNC(=O)C2CCC(=O)N(Cc3ccc(Cl)cc3)C2)cn1 (stereo not drawn)
  6, 0, -0.6, 6, -4, 7, 8, -2, 16
Cc1ccc2c(c1)C(=O)CC1(CCCC1)O2
  -2, 1, -0.6, -20, 2, 1, -8, 2, -23
O=C(Nc1cccc(C(=O)NC2CCCCC2)c1)c1ccccc1
  -1, 4, 0.9, -4, -3, 10, 13, 1, 24
N#Cc1ccc(CSc2nnc(-c3cccnc3)n2-c2ccccc2)cc1
  21, 0, -2.0, 22, 0, -1, 16, 0, -10
O=c1[nH]c(/C=C/c2cccc(Br)c2)nc2ccccc12
  8, -1, 16, 22, -6, 19, 7, 8, 48
O=C(Nc1ccc(-c2nnc(-c3ccco3)o2)cc1)C(c1ccccc1)c1ccccc1
  -12, 5, -1.5, -4, -1, 12, -24, -6, 14
Cc1ccccc1OCC(=O)O/N=C(\N)Cc1ccc(Cl)cc1
  84*, -1, -3.6, 19, -1, 14, 82*, -5, 11
CC(C)(C)C(O)C(Cc1ccccc1Cl)n1cncn1 (stereo not drawn)
  -66, 1, -0.6, -43, -5, 13, -81, 0, -17
C/C(=N\NC(=O)c1c(Br)c(C)nn1C)c1ccc(NC(=O)c2ccoc2C)cc1
  0, 0, 1.6, 6, -3, 11, -3, 2, 2
COc1cc(NC(=O)c2ccc(F)cc2)c(OC)cc1NC(=O)CN1CCCCC1
  -15, -1, 1.0, 9, -2, 8, 9, 2, 7
COc1ccc(OCc2cc(C(=O)N(C)Cc3cc(C4CC4)n[nH]3)no2)c(Cl)c1
  8, -5, 5.2, 22, -2, 17, 21, 1, -104
COC(=O)c1sc(NC(=O)C(C)C)c(C(=O)OC)c1C
  -23, -3, -0.2, -10, 3, 18, -1, 1, 11
O=C(CCC(=O)Nc1ccc(F)cc1)N/N=C/c1c[nH]c2ccccc12
  18, -4, -1.9, 2, -5, 16, 4, -4, -32
